# Assay outcomes as filed in PubChem BioAssay.
# BH1578 lux ind: inducers of Vibrio cholerae quorum light production without autoinducers, primary screen, BH1578 luxS cqsA deficient, single point. V. cholerae BH1578 lux reporter, luminescence, 6 h. activation, % at 18.7 µM. 350,000 compounds, 0.16% hits. AID 588436, 2011; in the data active means activation mostly above about 9.7%, no sharp cut-off; further: not every result past the cut was called active; inactives centre near 0; reference of the scale not given here
# PrPC TRFRET: inhibitors of human cell surface prion protein PrPC, primary screen, cell-based, TR-FRET; Major prion protein (Homo sapiens), P04156; TR-FRET read-out; inhibition, % at 13.8 µM; 370,000 compounds, 0.43% hits; in the data active means inhibition above about 24%; further: 0% = median of the test wells and 100% = reference compound wells
# TcdB GH inh: TcdB glycohydrolase inhibitors, primary screen, biochemical, single point, plate reader; Toxin B (Clostridioides difficile), P18177; TcdB glycohydrolase enzymatic assay; inhibition, % at 9.99 µM; 350,000 compounds, 0.24% hits; AID 652162, 2013; in the data active means inhibition above about 10%
# DUSP3 inh: VHR1 phosphatase inhibitors, primary screen, biochemical, absorbance, uHTS. Dual specificity protein phosphatase 3 (Homo sapiens), P51452. recombinant VHR phosphatase, pNPP absorbance. inhibition, % at 13.3 µM. 290,000 compounds, 0.52% hits. AID 1654, 2009; in the data active means inhibition above about 50%; further: some compounds called inactive have numbers as strong as hits
# Target sequence (P51452 whole entry, looked up): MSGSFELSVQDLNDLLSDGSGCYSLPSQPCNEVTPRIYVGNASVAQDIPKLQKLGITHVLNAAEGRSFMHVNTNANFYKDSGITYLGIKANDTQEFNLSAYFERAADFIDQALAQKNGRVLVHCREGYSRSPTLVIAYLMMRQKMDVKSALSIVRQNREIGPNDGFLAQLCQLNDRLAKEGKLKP
# Rv3671c inh: Rv3671c serine protease inhibitors, primary screen, biochemical, fluorescence polarization, M. tuberculosis H37Rv; 320,000 compounds, 0.048% hits; inhibition, % at 5.96 µM; P9WHR9; AID 2606, 2010; in the data active means inhibition above about 38%;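 further: extracellular domain of Rv3671c used as enzyme; 0% = enzyme with DMSO and 100% = no enzyme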
# Target sequence (P9WHR9 whole entry, looked up, the tested form may be a part): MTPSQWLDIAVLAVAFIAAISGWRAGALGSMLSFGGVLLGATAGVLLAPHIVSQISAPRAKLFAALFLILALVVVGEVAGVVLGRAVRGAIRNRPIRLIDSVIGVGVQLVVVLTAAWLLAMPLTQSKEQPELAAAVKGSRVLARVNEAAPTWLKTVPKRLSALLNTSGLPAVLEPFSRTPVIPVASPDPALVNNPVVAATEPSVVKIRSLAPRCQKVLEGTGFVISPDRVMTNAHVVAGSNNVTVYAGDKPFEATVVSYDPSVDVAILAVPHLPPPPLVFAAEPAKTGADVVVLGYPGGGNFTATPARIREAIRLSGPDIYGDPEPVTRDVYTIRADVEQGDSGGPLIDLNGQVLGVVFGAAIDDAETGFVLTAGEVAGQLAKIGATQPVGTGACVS
# CCHF vOTU inh: CCHFV vOTU protease inhibitors, primary screen, biochemical, Pep-AMC substrate, fluorescence; 370,000 compounds, 0.55% hits; inhibition, % at 11.5 µM; Crimean-Congo hemorrhagic fever virus L polyprotein viral ovarian tumor (vOTU) protease …; AID 651958, 2012; in the data active means inhibition above about 30%; further: 0% = vehicle wells with enzyme and 100% = no enzyme wells
# MazEF act: activators of E. coli MazEF toxin-antitoxin RNase, primary screen, biochemical, fluorescence, uHTS. Endoribonuclease toxin MazF (Escherichia coli (strain K12)), P0AE70. FAM/BHQ RNA-DNA oligo cleavage fluorescence, 5 h. activation, % at 20 µM. 350,000 compounds, 0.32% hits. AID 504720, 2011; in the data active means activation above about 50%
# Target sequence (P0AE70 whole entry, looked up): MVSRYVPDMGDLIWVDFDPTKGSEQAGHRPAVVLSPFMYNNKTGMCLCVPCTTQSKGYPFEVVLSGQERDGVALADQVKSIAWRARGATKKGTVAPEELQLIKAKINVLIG
# PriA SSB inh: inhibitors of Klebsiella pneumoniae PriA binding to SSB C-terminal tail, primary screen, biochemical, AlphaScreen | PriA–SSB C-terminal tail interaction (Klebsiella pneumoniae) | 430,000 compounds, 0.6% hits | AlphaScreen SSBct-PriA binding, biotinylated peptide | inhibition, % at 33 µM; in the data active means inhibition mostly above about 37%, no sharp cut-off; inactive means mostly below about 20%;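 further: plate controls were negative control peptide for no effect and reference peptide for full effect; strong numbers were not always called active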
# Y pestis TopoI: Yersinia pestis topoisomerase I inhibitors, primary screen, biochemical, cleavage product accumulation, plate reader, single point. DNA topoisomerase I (Yersinia pestis CO92). Y. pestis Topo-I cleavage product accumulation. activity, % at 10 µM. 360,000 compounds, 0.064% hits. AID 504884, 2011; in the data active means activity above about 50%, passing the limit was not always enough; further: inactives centre near 2
# 3CLpro inhibitor: SARS-CoV 3CLpro protease inhibitors, primary screen, biochemical, quenched FRET; AID 1706, 2009; inhibition, % at 6 µM; Replicase polyprotein 1ab (Severe acute respiratory syndrome coronavirus), P0C6X7; recombinant SARS-CoV 3CLpro, quenched FRET peptide cleavage; 290,000 compounds, 0.14% hits; in the data active means inhibition above about 12%
# The depositor's hits bear a star; i = inactive; . = no result given; & = joins results of further samples. This is a subset; count on the stated rates, not on these rows.
SMILES,BH1578 lux ind,PrPC TRFRET,TcdB GH inh,DUSP3 inh,Rv3671c inh,CCHF vOTU inh,MazEF act,PriA SSB inh,Y pestis TopoI,3CLpro inhibitor
O=C(COC(=O)c1n[nH]c2ccccc12)NCCc1ccc(Cl)cc1,i,-4,1.2,.,-12,2,9,-5,-1,.
COc1cccc(CN2CC(C(=O)NCCC3=CCCCC3)CCC2=O)c1 (configuration not stated),i,2,0.0,-2,-9,5,-1,-5,23,5
C/C(=N\NC(=O)Cc1ccccc1[N+](=O)[O-])c1cccnc1,-0.5,-3,0.3,10,-3,2,3,.,3,-6
COCCNC(=O)C1(C)CCCN(Cc2sc(C)nc2C)C1 (configuration not stated),0.5,-2,0.3,.,.,1,.,.,-6,.
COc1cccc(NC(=O)COC(=O)CNC(=O)C2CCCCC2)c1,i,-7,0.6,.,-3,-4,6,0,5,.
COc1ccc(Nc2c(-c3ccco3)nc3ccc(C)cn23)cc1,-3.7,14,0.0,4,5,-7,2,1,-4,3
Nc1nc(NCc2ccco2)nc(Nc2cccc(F)c2)c1[N+](=O)[O-],-1.0,-1,0.5,31,4,-12,-8,-6,-6,5
CCOC(=O)C1(Cc2cccc(OC)c2)CCCN(C(=O)c2cc(CC(C)C)[nH]n2)C1 (configuration not stated),.,1,1.6,10,-16,13,-1,27,18,-2
Cn1c(NC(=O)c2ccccc2NC(=O)C(C)(C)C)nc2ccccc21,-0.3,-6,1.7,11,0,2,-9,-24,3,3
O=C(CCn1c(=O)oc2ccccc21)Nc1ccccc1,1.6,1,.,28,10,-14,1,-2,0,4
CCOC(=O)/C(C#N)=C/c1c(N2CCCCCC2)nc2ccccn2c1=O,-0.9,-16,-1.8,.,7,22,6,-5,34,-4
COC(=O)c1ccc(-n2nnnc2SCc2nn[nH]n2)cc1,1.2,-4,.,16,-5,-14,2,-5,-3,-2
Nc1ccc(CC2SC(=O)NC2=O)cc1 (configuration not stated),i,-2,.,-6,-2,0,11,-13,-3,7
Cc1cc(OCCCn2ccnc2)ccc1C(C)C,-0.4,3,2.0,-5,-2,-5,2,26,6,0
COc1ccccc1C(=O)Nc1ccnn1C1CCN(Cc2cn(C)c3ccccc23)CC1,i,-10,1.0,-10,-4,15,10,7,32,3
CCOC(=O)Nc1ccc2c(c1)N(C(=O)CN1CCN(C)CC1)c1ccccc1S2,-0.3,-7,.,7,3,-7,4,1,12,0
C[C@@H]1O[C@@H](OCCC(=O)O)[C@H](O)C[C@H]1O,-0.7,-3,0.6,.,-6,11,-13,17,-2,.
COCCn1c(=N)c(C(=O)NCCc2ccccc2)cc2c(=O)n3cccc(C)c3nc21,i,-25,.,.,6,-100,16,-9,5,-4
Cc1nnc(SCC(=O)N2N=C(c3ccc(Cl)cc3)CC2c2ccco2)[nH]c1=O (configuration not stated),-0.4,-4,-2.4,-4,-6,-10,8,13,1,-2
Cc1cc(C(F)(F)F)n2nc(-c3cccs3)cc2n1,0.6,8,-0.3,-1,2,0,0,-17,-2,2
Cc1cc(=O)[nH]c(SCC(=O)NCc2ccc3c(c2)OCO3)n1,-0.1,-1,-0.7,10,0,-10,-4,1,-5,3
N#CC1=C(N)Oc2c(ccc3cccnc23)C1c1ccccc1 (configuration not stated),i,8,2.2,18,16,-10,8,18,2,0
C=CCSc1nncn1/N=C/c1ccc(OC)cc1,-0.2,-2,.,10,-6,10,-8,.,-1,6
Cc1cccc(N(Cc2ccccc2)C(=O)c2cc(S(=O)(=O)N3CCOCC3)ccc2F)c1,-0.3,-4,0.9,.,-5,4,1,-8,-2,.
O=C1NC(=O)/C(=C\c2ccc(OCc3cccc(C(=O)O)c3)c(Cl)c2)N1,-0.3,-6,-1.4,20,3,5,0,16,2,6
CCc1cccc2c1Sc1ccccc1CC2N1CCNCC1 (configuration not stated),-0.4,-12,2.5,.,1,-2,36,7,-11,.
CCOC(=O)Cn1cnc(C)c1,i,-6,0.0,.,.,5,4,-13,5,.
COc1ccccc1Nc1nnc(SCc2nnc(-c3cc(OC)c(OC)c(OC)c3)o2)s1,-0.5,-5,.,-5,-3,4,1,-12,12,-9
CCOc1ccc2[nH]c3nc(SCC(=O)NC4CC4)nnc3c2c1,-4.0,-5,-1.3,-3,3,0,12,-9,11,-3
COc1ccc(CCNC(=O)c2ccccc2-c2ccccc2C(=O)O)cc1OC,i,11,1.9,34,5,8,3,7,-15,-4
CC(=O)OC[C@@H]1CN(Cc2ccccc2)C[C@H](n2cnc3c(NC4CCC4)ncnc32)O1,-0.5,-1,0.4,.,.,-6,.,.,10,.
CCOC(=O)C1CCN(c2c(NCc3ccc(C(=O)NCCC(C)C)cc3)c(=O)c2=O)CC1,i,-7,.,47,7,11,-5,-8,2,4
Cc1ccc(C(=O)N2c3ccccc3CC2C)o1 (configuration not stated),i,-12,0.4,-3,14,14,-12,-4,0,9
Cc1cc(C)nc(NC(=O)c2ccc(C)c([N+](=O)[O-])c2)n1,4.5,-14,.,-7,-3,10,0,-3,1,-1
CCn1cc(S(=O)(=O)c2ccccc2)c(=O)c2cc(F)c(N3CCN(C)CC3)cc21,i,-5,0.5,6,4,-16,6,3,0,0
O=C(Nc1cccnc1)c1cc(Br)c(Br)s1,-1.3,-6,-1.2,.,-18,-14,8,-10,-11,.
O=C(O)CC/C(=N\Nc1ccc([N+](=O)[O-])cc1S(=O)(=O)N1CCOCC1)c1cccs1,-0.6,-7,0.7,16,-2,7,2,.,5,4
CCCCOC(=O)c1ccc(N=Nc2c(C)c(C#N)c(O)[nH]c2=O)cc1,i,8,1.0,8,2,8,16,8,-6,0
Cc1[nH]nc(N=CC2=C(O)CC(C)(C)CC2=O)c1-c1ccccc1,-1.0&-0.3,6&-3,0.1,-4,13,5&1,19&12,-3&-10,8&17,-1
Cc1occc1-c1nnc(SCC(=O)Nc2ccccc2)n1C(C)c1ccccc1 (configuration not stated),i,10,-0.2,28,4,13,-5,3,1,-5
O=C(CSc1nc2ccccc2s1)NCCCN1CCOCC1,i,3,0.7,15,-2,4,6,-2,-7,3
Cc1cc(C)cc(N2CCCn3c2nc2c3c(=O)[nH]c(=O)n2C)c1,-0.5,.,.,32,-7,.,-1,-1,3,-5
Cc1[nH]c(C)c(S(=O)(=O)NCC(C)c2ccccc2)c1C(=O)N1CCCCC1 (configuration not stated),-11,-7,2.0,-16,-5,12,5,-7,-10,3
O=C(NCCC1CC1(Cl)Cl)c1ccc([N+](=O)[O-])cc1 (configuration not stated),i,-33,-0.6,2,12,8,-3,1,4,-1
CCOc1ccc(C(F)(F)F)cc1NC(C)=O,-0.9,2,.,43,2,9,12,-14,-2,0
O=C1C(=C(c2ccccc2)N2CCOCC2)Cc2ccccc21,i,33*,2.0,.,.,-3,5,.,14,.
CC(Oc1ccccc1)C(=O)NN1Cc2ccccc2C1=N (configuration not stated),2.6,3,0.6,-9,-7,-20,-16,-10,4,9
CC(C)CNS(=O)(=O)c1ccc(OCC(=O)NCc2ccco2)cc1,i,-3,.,-5,-6,-6,-2,4,5,4

# Among those listed so far, 3 contain two or more sulfur atoms:
SMILES,BH1578 lux ind,PrPC TRFRET,TcdB GH inh,DUSP3 inh,Rv3671c inh,CCHF vOTU inh,MazEF act,PriA SSB inh,Y pestis TopoI,3CLpro inhibitor
COc1ccccc1Nc1nnc(SCc2nnc(-c3cc(OC)c(OC)c(OC)c3)o2)s1,-0.5,-5,.,-5,-3,4,1,-12,12,-9
O=C(O)CC/C(=N\Nc1ccc([N+](=O)[O-])cc1S(=O)(=O)N1CCOCC1)c1cccs1,-0.6,-7,0.7,16,-2,7,2,.,5,4
O=C(CSc1nc2ccccc2s1)NCCCN1CCOCC1,i,3,0.7,15,-2,4,6,-2,-7,3

# (cont.)
SMILES,BH1578 lux ind,PrPC TRFRET,TcdB GH inh,DUSP3 inh,Rv3671c inh,CCHF vOTU inh,MazEF act,PriA SSB inh,Y pestis TopoI,3CLpro inhibitor
CCOC(=O)/C(C#N)=C1/C=CNC(=O)N1,1.0,3,.,-5,-3,7,-2,.,7,2
CCOC(=O)c1sc(NC(=O)c2cccnc2)nc1C,-0.3,-7,1.0,34,3,-1,10,3,-6,.
N#Cc1c(SCc2cccc(Cl)c2)sc(C(=O)c2ccccc2)c1N,-2.8,-1,.,24,-27,11,-3,-9,22,5
COC(=O)c1ccccc1NC(=O)COC(=O)/C=C/c1cccs1,i,3,0.4,.,1,-11,-2,-2,6,.
O=C(c1ccc2c(c1)C(=O)N(Cc1ccncc1)C2=O)N1CCN(S(=O)(=O)c2ccc(OC(F)(F)F)cc2)CC1,2.7,-2,1.6,.,.,2,1,-9,5,.
CC(=O)N1CCN(c2ccc(NC(=O)c3ccccc3C)cc2)CC1,-0.2,1,1.2,5,-3,-11,9,-8,7,0
CCc1nc2ccc(C(=O)N3CCN(C(=O)c4ccco4)CC3)cn2c1N(C=O)Cc1ccc(OC)cc1,i,-8,0.6,.,.,-1,.,.,7,.
Fc1ccccc1-n1cn[nH]c1=S,0.3,-11,1.0,28,-6,-3,6,-4,-14,-2
CCCn1c(=O)c(C(=O)NCc2ccccc2)c(O)c2ccccc21,i,9,0.8,19,9,-16,-1,1,-4,4
CC(=O)c1ccc(N2CCN(S(=O)(=O)c3cc4c(cc3C)NC(=O)CO4)CC2)cc1,-0.3,-9,0.6,15,-8,18,12,-5,21,5
CCc1ccc(NC(=O)c2c(Cl)nc(C)c(Cl)c2C)cc1,-0.5,-2,.,1,-1,-14,1,2,-10,0
Cn1cccc1Cc1nnc(SCC(=O)Nc2nccs2)n1C,i,0,1.2,11,6,3,10,-3,13,1
CC1(c2cccc(Br)c2)NC(=O)N(CC(=O)c2ccc3c(c2)OCCO3)C1=O (configuration not stated),i,1,0.8,.,-3,2,-4,-9,6,.
CN=C(Nc1cc(C)nn1CCC#N)c1ccc(F)cc1,1.6,8,-1.3,3,0,-2,7,1,8,-5
CCN(C(=O)COC(=O)c1ccc2[nH]c(C)c(C)c2c1)c1c(N)n(Cc2ccccc2)c(=O)[nH]c1=O,-0.6,-1,-0.5,.,.,-4,4,5,-5,.
CN(C)C(CNS(=O)(=O)c1cc([N+](=O)[O-])ccc1Cl)c1ccco1 (configuration not stated),.,-20,-0.1,.,4,-4,-2,-3,-3,.
CN(C)C(=C(C#N)C#N)N1CCN(c2ccc(Cl)cc2)CC1,-0.4,-3,0.4,22,8,4,1,-6,0,2
CCOc1cc(-c2noc(CCC(=O)NC3CCCCC3)n2)ccc1OC,-0.5,3,0.0,33,5,0,-7,-2,-5,-4
O=C(Nc1cccnc1)c1ccc(Br)s1,-1.0,-2,.,-4,3,-5,4,8,-1,0
CC(=O)Nc1ccc(S(=O)(=O)NCCC(=O)OCCN2C(=O)c3ccccc3C2=O)cc1,-0.4,-3,3.6,18,-3,-1,11,-18,-6,-3
CC1CCCC(C)N1CCOc1cc(N)ccc1C#N (configuration not stated),0.4,-1,0.8,.,.,-3,7,-1,-2,.
Cc1ccc(C(=O)OCC(=O)Nc2ccc(N3CCOCC3)cc2)cc1,i,3,1.4,.,.,-11,0,1,1,.
C=C1C(=O)O[C@@H]2[C@H]3O[C@]3(C)CC/C=C(\C)CC[C@@H]12,i,5,1.5,.,3,17,5,-4,0,.
